Statin myotox sup = suppressors of simvastatin-induced myotoxicity in C2C12 myotubes | ATP luminescence, 48 h; scaled: DMSO 0, geranylgeraniol control 100 | rescue of ATP level, % at 7.49 µM | hit rate 0.78% among 330,000;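 active = mean ATP rescue above about 67%, or every replicate alone reaching that limit, limit read from the data, passing the limit was not always enough; inconclusive = no clear call, values can overlap the other calls; inactive = mean under the limit and some replicate under it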;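 also: myotubes were challenged with 10 µM simvastatin during compound exposure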
miR122 inh = miR-122 inhibition in Huh7 cells; hit rate 0.3% among 340,000; activation (reporter increase), % at 12.5 µM; Huh7 miR-122 Renilla luciferase sensor, 48 h; neutral wells = 0, positive control = 100;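 active = mean replicate activation score at least 90 and every replicate individually at or above 90; inconclusive = only one of the two criteria met; inactive = neither criterion met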;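 also: higher luciferase means less miR-122 activity so hits act as miR-122 inhibitors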
GSIS activator = GLuc luminescence reporter in INS-1E cells, primary screen for activators of glucose-dependent secretion of insulin | INS-1E GLuc reporter insulin secretion, 2-3 h | activation, % at 16.6 µM | hit rate 0.61% among 370,000 | AID 743287;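 active = lowest replicate activation of at least 40%, so every replicate reaches that level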;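 also: 0% = median of neutral control wells and 100% = median of IBMX positive control wells; some compounds called inactive have numbers as strong as hits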
FN deposit inh = fibronectin deposition inhibition; AH1F fibroblasts, Alexa488-fibronectin deposition fluorescence, overnight; hit rate 0.086% among 350,000; inhibition, % at 12.6 µM;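 active = mean inhibition across replicates of 30% or more, regardless of how many single replicates reach that level; inconclusive = mean under 30% yet at least half of replicates reach 30%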;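 also: positive control wells lacked labelled fibronectin entirely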
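Material: AH1F fibroblast monolayer depositing Alexa488-labelled fibronectin into matrix | Input: 10000 AH1F cells/well | Medium: DMEM plus 2% serum, read in PBS | Reagent: Alexa488-fibronectin, 24 nM final in well | Compound dosing: One dose per compound, pinned | Schedule: 1 h adhesion, overnight exposure | Measured by: Fluorescence at 485 nm excitation, 525 nm emission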
PglD inh = blocks C. jejuni PglD acetyltransferase activity; purified PglD enzyme, DTNB colorimetric CoA detection; inhibition, % at 12.5 µM; hit rate 0.098% among 360,000; in the data active = inhibition above about 16%, passing the limit was not always enough; inconclusive = no clear call, values can overlap the other calls; also: strong numbers were not always called active
PGC1a acetyl inh = modulators of PGC1a acetylation; U2OS PGC1a acetylation, AlphaScreen anti-acetyl-lysine; with virally co-expressed GCN5 acetyltransferase; inhibition, % at 15.6 µM; hit rate 0.17% among 350,000; AID 651687;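 active = every replicate shows inhibition of at least 40%; inconclusive = mean inhibition at least 40% but some replicate below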;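 also: 0% = neutral control wells and 100% = positive control wells; some results beyond the cut were filed as inactive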
Cneo AK release = causes C. neoformans cell lysis | adenylate kinase release luminescence, 4 h; normalised: neutral wells 0, clomiphene wells 100 | lysis activity, % at 15 µM | hit rate 0.2% among 360,000 | AID 651654;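 active = mean lysis activity across replicates of at least 80%, whatever share of replicates individually reach that level; inactive = mean lysis activity below 80%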
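Material: C. neoformans cells; Schedule: 4 h static compound exposure, 37 °C, read 1 h post-reagent; Measured by: adenylate kinase release luminescence; Read-out: signal increase indicating cell lysis; Controls: Clomiphene as positive lysis control.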
F508del corr = correctors of CFTR F508del function in bronchial epithelial cells. CFBE cells, YFP halide quenching; stimulated with forskolin plus potentiator P3; % fluorescence drop versus neutral controls. activity (quench increase), % at 7.58 µM. hit rate 0.36% among 350,000;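 active = mean added fluorescence quench of at least 8% versus neutral control, with both replicates also reaching 8%; inconclusive = only one of the mean or replicate conditions met; inactive = mean below 8% and not both replicates reaching 8%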;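 also: cells transiently co-express mutant CFTR-F508del with the halide-sensitive YFP; corrector assay measuring rescue of mutant channel to the surface after 24 h compound exposure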
* hit, by the source's call; u = inconclusive; x = not tested or not shown; [ ] = dose if it differs, or a comment. This is a random part of the collection; any-hit rate near 2.1%.

SMILES	Statin myotox sup	miR122 inh	GSIS activator	FN deposit inh	PglD inh	PGC1a acetyl inh	Cneo AK release	F508del corr
CS(=O)(=O)N(CC(=O)Nc1ccccc1C(=O)N1CCCC1)c1ccccc1Br	-2	x	2	x	-6	x	1	-0.4
C[C@H]1CN([C@@H](C)CO)C(=O)c2cc(NC(=O)CCN3CCOCC3)ccc2O[C@H]1CN(C)S(=O)(=O)c1ccc(Cl)cc1	5	4[16.7 µM]	-1	x	2	3	-1	-1.0
Cc1ccc(C(C)C)c2c1C(c1ccc3c(c1)OCO3)CC(=O)O2 (stereo not drawn)	-3	7	-7	-4	0	1	1	6.6
CCOc1ccccc1CN1C(=O)c2ccccc2C1C(=O)NCC1CCCO1 (stereo not drawn)	-3	1	2	x	-5	9	0	x
CCC(=O)Nc1ccc2c(c1)OC[C@@H](C)N(C(=O)COC)C[C@H](C)[C@@H](OC)CN(C)C2=O	-3	x	6	-6	x	-5	x	-0.6
COc1ccccc1CNC(=O)C[C@H]1CC[C@H]2[C@@H](COC[C@@H](O)CN2C(=O)Nc2ccccc2)O1	0	7[16.7 µM]	-4	-3	3	1	-2	0.3
CNC[C@H]1OCCCC[C@H](C)Oc2ccc(NC(=O)Nc3c(C)noc3C)cc2C(=O)N([C@@H](C)CO)C[C@H]1C	31	4[16.7 µM]	11	x	x	-1	x	-3.2
C[C@H]1CCCCO[C@@H](CN(C)C)[C@@H](C)CN([C@@H](C)CO)C(=O)c2cc(NS(=O)(=O)c3cn(C)cn3)ccc2O1	x	-7[16.7 µM]	16	-12	2	-11	0	-1.1
CC1CCCN(CCCNC(=O)c2nn(C)c3c2CSc2ccccc2-3)C1 (stereo not drawn)	-40	5	2	2	0	-4	-3	2.5
O=C(CSc1nnc2ccc(-c3cccnc3)nn12)Nc1ccc(F)cc1F	0	23	-8	1	5	5	-1	1.5
Cc1ccc(N2CC(C(=O)NC3=NCCS3)CC2=O)cc1C (stereo not drawn)	13	-3	-10	x	-5	10	-1	x
CN(C)CC(=O)Nc1ccc2c(c1)[C@@H]1C[C@@H](CC(=O)NCc3cccnc3)O[C@@H](CO)[C@@H]1O2	-2	7[16.7 µM]	3	-18	0	2	-6	-0.1
COc1ccccc1CCc1nnc(N)s1	0	1	6	0	-2	7	0	2.8
Cc1ccc(OCCNC(=O)CNC(=O)c2ccc3c(c2)OCO3)cc1	5	x	-5	8	2	-15	6	-1.1
Cc1ccc(-c2nc(CS(=O)CC(=O)N3CCN(c4ccccc4)CC3)c(C)o2)cc1 (stereo not drawn)	3	-3	-21	-5	-1	4	15	0.7
N#CCSc1ccccc1NC(=O)COC(=O)C1CCN(C(=O)c2ccc(Cl)cc2)CC1	8	-4	12	-4	2	8	-1	3.8
Clc1ccc(SCCCCN2CCOCC2)cc1	-2	-5	2	2	x	-8	x	x
CCN(CC)c1nc(N)nc(N(c2ccccc2)c2ccccc2)n1	-34	4	x	-6	2	-10	7	-1.4
Cc1ccc(S(=O)(=O)NCC(=O)N(CC(=O)NCc2ccco2)Cc2ccccc2)cc1	-3	-8	-9	6	0	-22	-1	3.8
ClCc1c2ccccc2cc2ccccc12	-15	-14	x	1	-2	37	2	-5.0
Cc1ccc(-c2cnc3c(c2)C(=O)N([C@@H](C)CO)C[C@@H](C)[C@@H](CN(C)C(=O)c2ccncc2)O3)cc1	-20	-4[16.7 µM]	32	4	-2	1	-2	-1.6
CC(C(=O)N1CCN(Cc2ccc3c(c2)OCO3)CC1)n1cc([N+](=O)[O-])cn1 (stereo not drawn)	0	-2	4	4	3	x	-2	1.1
Cc1noc(C)c1NC(=O)Nc1ccc2c(c1)CC(=O)N([C@H](C)CO)C[C@H](C)[C@H](CN(C)CC1CC1)O2	2	8[16.7 µM]	10	2	-1	29	51	-3.3
Nc1nc(-c2ccc(Oc3ccccc3)cc2)cs1	26	x	6	-13	1	x	-1	-7.6
CCOC(=O)Cn1nc(/C=C/c2ccc(OC)cc2)ccc1=O	-1	-6	x	x	3	-4	11	x
Fc1ccc(OCc2nnc(-c3ccccc3Br)o2)c(Cl)c1	0	-4	-3	8	1	9	-1	-3.4
C[C@@H]1CN([C@H](C)CO)C(=O)c2cc(NC(=O)CCC(F)(F)F)ccc2O[C@@H]1CN(C)Cc1ccccc1	-17	-6[16.7 µM]	0	x	3	-1	0	-1.0
O=C(Nc1ccc2c(c1)OCCO2)c1ccc(S(=O)(=O)N2CCCCC2)cc1	u	-2	-7	1	-4	-1	0	x
CCC(=O)N(C)C[C@@H]1Oc2cc(-c3cccc(F)c3)ccc2S(=O)(=O)N([C@@H](C)CO)C[C@H]1C	-35	12[16.7 µM]	-4	x	2	4	-5	-1.9
N#Cc1ccc(OCC(=O)OCC(=O)NC2CC2)cc1	3	x	0	1	5	x	0	-3.3
O=C(c1cc(-c2ccc(Br)cc2)nc2ccccc12)N1CCC1	6	41	3	-10	-3	-6	-7	0.2
Cc1ccc(CNC(=O)C(CC(C)C)OC(=O)c2ccco2)cc1 (stereo not drawn)	21	x	-15	-1	-3	x	2	-0.3
O=C(CNc1cccc(Br)c1)Nc1ccc(S(=O)(=O)N2CCCCC2)cc1	5	0	x	11	0	11	1	4.8
Cc1noc(C)c1NC(=O)N(C)C[C@@H]1Oc2cc(C#CCN(C)C)ccc2S(=O)(=O)N([C@H](C)CO)C[C@H]1C	-13	5[16.7 µM]	5	-15	1	-1	5	-1.5
CSCC[C@H](NC(=O)C1CCN(S(=O)(=O)c2ccc(C)cc2)CC1)C(=O)NC1CCS(=O)(=O)C1 (stereo partly drawn)	4	-2	-7	2	x	3	x	-2.9
CNC[C@@H]1Oc2ccc(NS(=O)(=O)c3ccc(OC)cc3)cc2C(=O)N([C@@H](C)CO)C[C@H]1C	3	-2[16.7 µM]	13	-4	8	-2	-2	1.8
Cc1cc(=O)n(Nc2ccccc2)c(O)c1C#N	-6	-5	2	-15	1	x	1	0.1
O=C(O)c1cc(NCc2ccccc2C(F)(F)F)ccc1N1CCOCC1	7	3	x	-5	1	x	0	x
C=CSc1sc(Cl)c(N(CC)CC)c1[N+](=O)[O-]	x	-8	-1	-3	x	3	x	-1.0
O=C(NCCc1ccccc1)/C(=C/c1ccco1)c1ccccc1	x	-5	10	4	5	-5	1	x
CCOC(=O)c1nc(S(C)(=O)=O)ncc1Cl	-11	-4	35	x	3	-132	-3	4.7
O=C(CSc1nc2ccccc2o1)N1c2ccccc2Sc2ccccc21	x	10	-4	6	2	x	-2	0.9
Cc1ccc(C)c(OCC(=O)NC2CCCCCC2)c1	5	2	-9	-4	0	x	8	1.3
Cc1c(C(=O)O)cccc1N1C(=O)Nc2ccccc2N1O	x	-1	7	-3	0	-2	x	x
CS(=O)(=O)Nc1ccc2c(c1)[C@@H]1C[C@@H](CC(=O)NCc3ccc(Cl)cc3)O[C@H](CO)[C@@H]1O2	0	-6[16.7 µM]	16	-14	0	-5	-2	-2.6
O=C(CCNC(=O)c1ccc([N+](=O)[O-])cc1)NC1CCCCCC1	-4	-9	8	12	-2	-3	5	-0.3
CCOC(=O)N1CCN(C(=O)CNC(=O)c2ccc(Cl)cc2Cl)CC1	5	3	26	-5	-5	8	0	-1.8
Cc1cccc(OCCCC(=O)Nc2nccs2)c1C	-32	-1	1	3	x	-10	x	-0.5

Exported bar-delimited: twelve of the compounds above.
mol | Statin myotox sup | miR122 inh | GSIS activator | FN deposit inh | PglD inh | PGC1a acetyl inh | Cneo AK release | F508del corr
Cc1noc(C)c1NC(=O)N(C)C[C@@H]1Oc2cc(C#CCN(C)C)ccc2S(=O)(=O)N([C@H](C)CO)C[C@H]1C | -13 | 5[16.7 µM] | 5 | -15 | 1 | -1 | 5 | -1.5
CSCC[C@H](NC(=O)C1CCN(S(=O)(=O)c2ccc(C)cc2)CC1)C(=O)NC1CCS(=O)(=O)C1 (stereo partly drawn) | 4 | -2 | -7 | 2 | x | 3 | x | -2.9
CNC[C@@H]1Oc2ccc(NS(=O)(=O)c3ccc(OC)cc3)cc2C(=O)N([C@@H](C)CO)C[C@H]1C | 3 | -2[16.7 µM] | 13 | -4 | 8 | -2 | -2 | 1.8
Cc1cc(=O)n(Nc2ccccc2)c(O)c1C#N | -6 | -5 | 2 | -15 | 1 | x | 1 | 0.1
O=C(O)c1cc(NCc2ccccc2C(F)(F)F)ccc1N1CCOCC1 | 7 | 3 | x | -5 | 1 | x | 0 | x
C=CSc1sc(Cl)c(N(CC)CC)c1[N+](=O)[O-] | x | -8 | -1 | -3 | x | 3 | x | -1.0
O=C(NCCc1ccccc1)/C(=C/c1ccco1)c1ccccc1 | x | -5 | 10 | 4 | 5 | -5 | 1 | x
CCOC(=O)c1nc(S(C)(=O)=O)ncc1Cl | -11 | -4 | 35 | x | 3 | -132 | -3 | 4.7
O=C(CSc1nc2ccccc2o1)N1c2ccccc2Sc2ccccc21 | x | 10 | -4 | 6 | 2 | x | -2 | 0.9
Cc1ccc(C)c(OCC(=O)NC2CCCCCC2)c1 | 5 | 2 | -9 | -4 | 0 | x | 8 | 1.3
Cc1c(C(=O)O)cccc1N1C(=O)Nc2ccccc2N1O | x | -1 | 7 | -3 | 0 | -2 | x | x
CS(=O)(=O)Nc1ccc2c(c1)[C@@H]1C[C@@H](CC(=O)NCc3ccc(Cl)cc3)O[C@H](CO)[C@@H]1O2 | 0 | -6[16.7 µM] | 16 | -14 | 0 | -5 | -2 | -2.6

Next entries follow.
SMILES	Statin myotox sup	miR122 inh	GSIS activator	FN deposit inh	PglD inh	PGC1a acetyl inh	Cneo AK release	F508del corr
COC(=O)CCc1c(C)nn(-c2ccccc2)c1C	2	1	x	x	-4	8	1	x
COc1cc(C(=O)NCCc2c[nH]c3ccccc23)ccc1OCc1c(C)noc1C	13	6	-6	-1	5	-2	-1	-1.0
CCc1ccc(NC(=S)N(Cc2cccc(Br)c2)CC2CCC(C(=O)O)CC2)cc1 (stereo not drawn)	x	x	-7	0	x	2	x	2.7
Cc1cc(C(=O)CSc2n[nH]c(-c3ccccc3F)n2)c(C)n1Cc1cccs1	13	-1	-12	x	-4	-4	1	x
CCNC(=O)n1nccc1C(C)Oc1ccccc1 (stereo not drawn)	-4	0	x	-2	3	9	1	x
CCCNC(=O)C[C@H]1CC[C@@H]2[C@H](COC[C@@H](O)CN2C(=O)c2cc(Cl)cc(Cl)c2)O1	2	-1[16.7 µM]	5	-2	-7	-3	5	-2.5
COc1ccc([C@H]2CC(=O)C=C(c3ccnc4ccc(Cl)cc34)C2)cc1	-79	-2	-37	6	-9	17	-2	6.5
Cn1ccnc1SCC(=O)Nc1ccc2ccccc2c1	-4	7	7	x	x	-23	x	x
Cc1ccccc1-c1nnc(NC(=O)CSc2nc3ccccc3s2)s1	0	4	1	-6	-4	1	0	0.7
Nc1nc(SCC(=O)N2CCc3ccccc32)[nH]c(=O)c1-c1ccccc1	5	3	-10	x	-3	-7	3	0.3
Cc1cccc(NC(=O)c2sc3ncn(CC(=O)N4CCN(c5ccccn5)CC4)c(=O)c3c2C)c1	16	-2	14	-7	4	-2	2	3.1
C[C@H](CO)N1C[C@H](C)[C@H](CN(C)C(=O)Nc2cccc(C(F)(F)F)c2)OCc2ccccc2-c2ccccc2C1=O	17	x	12	5	0	5	2	-2.6
